TbREL1 primary: TbREL1 inhibition, primary screen. P86926. TbREL1 RNA ligation, FRET fluorescence. inhibition, % at 9.66 µM. hit rate 0.49% among 89,000. AID 1117264;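 active means inhibition above the mean inhibition across all screened compounds plus 3 SD, cut at about 11% in these data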;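 further: 0% = plate median of test wells and 100% = NSC42067 control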
Target sequence (P86926 whole entry, looked up): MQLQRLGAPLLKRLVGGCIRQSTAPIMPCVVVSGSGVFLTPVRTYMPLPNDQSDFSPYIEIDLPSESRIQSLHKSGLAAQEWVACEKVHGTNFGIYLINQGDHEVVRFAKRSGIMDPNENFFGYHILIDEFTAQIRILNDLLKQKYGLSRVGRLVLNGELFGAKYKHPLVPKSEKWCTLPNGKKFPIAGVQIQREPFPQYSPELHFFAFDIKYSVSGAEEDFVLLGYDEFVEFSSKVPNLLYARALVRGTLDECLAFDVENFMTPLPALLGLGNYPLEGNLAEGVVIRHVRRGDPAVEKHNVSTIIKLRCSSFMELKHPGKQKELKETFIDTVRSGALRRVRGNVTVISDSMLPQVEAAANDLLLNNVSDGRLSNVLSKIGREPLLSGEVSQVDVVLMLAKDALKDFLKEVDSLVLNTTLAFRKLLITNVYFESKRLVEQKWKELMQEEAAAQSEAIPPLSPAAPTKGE
Starred values were filed as active, the others as inactive. This is a subset (hit frequency here may not be typical).

SMILES	TbREL1 primary
CCC(C(=O)NCc1ccc(F)cc1)N(CCc1ccccc1)C(=O)c1snc(C(N)=O)c1N (stereo not drawn)	-1.8
CCCCn1nnc(NC(=O)c2ccc([N+](=O)[O-])cc2Cl)n1	0.5
O=C1OCC(c2ccccc2)=C1c1ccccc1	-3.3
COc1ccc2c(c1)CCCN2C(=O)C1CCCN(S(=O)(=O)c2cccc3cccnc23)C1 (stereo not drawn)	-6.7
COc1ccc(N)cc1CN1CCN(c2ncc(Cc3ccccc3)cn2)CC1	0.9
CCC1CCC(C(=O)NNC(=O)OC)CC1 (stereo not drawn)	0.1
C=CCn1c(O)c(CN2CCN(Cc3ccccc3)CC2)c(C)c(C#N)c1=O	-3.5
COC(=O)C1(C)CCc2cc(OC)ccc2C1=O (stereo not drawn)	-2.0
N#C/C(=C\c1cn(CC(=O)N2CCCCC2)c2ccccc12)C(=O)NCc1ccc2c(c1)OCO2	0.6
COCCCNC(=S)Nc1ccc(C)cc1[N+](=O)[O-]	-2.7
Cc1ncc(C(=O)Nc2ccccc2)[nH]1	-0.1
CCOc1ccccc1-n1nnnc1SCC(=O)O	-1.1
Cc1ccc2nc(-c3ccc(NC(=O)CN4CCN(C(=O)c5ccco5)CC4)cc3)sc2c1	-4.5
O=C(O)C1CCN(c2ncccn2)CC1	0.6
CC1CN(Cc2cc(=O)n3ccsc3n2)CC(C)O1 (stereo not drawn)	1.4
COc1cccc(N2CCN(C(=O)/C=C/c3ccco3)CC2)c1	-1.5
CCC(=O)NCc1ccc2[nH]c(C)cc2c1	2.1
CCOC(=O)c1csc(NC(=O)COc2ccc(Cl)cc2Cl)n1	4.3
O=C(NCc1ccccc1)c1ccc(S(=O)(=O)N2CCCc3ccccc32)cc1	0.8
Cc1cccc(-c2nc3cc(NC(=O)C4CCCO4)ccc3o2)c1 (stereo not drawn)	-2.9
COc1ccc(CNC(=O)COC(=O)c2sccc2C)cc1OC	5.7
O=C(COC(=O)c1ccccc1)c1ccc2c(c1)OCCO2	4.1
CCc1ccc(NC(=O)C(=O)NNC(=O)c2cccc(OC)c2)cc1	-2.9
Cc1cc(C(C#N)c2ccccc2)n2ncnc2n1 (stereo not drawn)	-4.0
Brc1csc(C=Nc2ccc3c(c2)OCCOCCOCCOCCO3)c1	-6.5
CCn1c(SCC(=O)N(C)c2ccccc2)nc2c([nH]c3ccccc32)c1=O	2.5
COCCOC(=O)C1=C(C)NC(C)=C(C(=O)OC(C)C)C1c1cccc([N+](=O)[O-])c1 (stereo not drawn)	-3.2
COC(=O)c1cc2oc3ccccc3c2n1Cc1ccccn1	-1.7
CCOc1cccc(C2c3c(oc4ccccc4c3=O)C(=O)N2c2ccccn2)c1 (stereo not drawn)	0.1
COc1cc(OC)cc(-n2c3nc4ccccc4nc3c3c(=O)n(CC4CCCO4)cnc32)c1 (stereo not drawn)	-1.0
Cc1ccc(OCC(=O)Nc2cc(C(C)(C)C)on2)cc1C	-0.3
CCOc1cc(S(=O)(=O)NC2CCCCCC2)ccc1F	1.3
C[C@H]1COc2cc(N3CCN(Cc4ccccc4F)CC3)ccc2S(=O)(=O)N1	-4.0
CC1C=CCC2C(=O)N(c3cccc(C(=O)Nc4ccc(Br)cc4)c3)C(=O)C12 (stereo not drawn)	-2.2
Clc1ccc(OCCn2cnc3ccccc32)cc1	1.6
FC(F)(F)Oc1cccc(Cn2ccc3ccc(-c4ccc5ccn(Cc6ccccc6)c5c4)cc32)c1	-3.8
CN(C)c1cc(-c2ccc(C#N)cc2)oc(=O)c1Cl	2.0
Cc1cc(/C=N/n2c(COc3ccccc3)nc3ccccc3c2=O)c(O)c([N+](=O)[O-])c1	7.0
Cc1ccc(NC(=O)c2cc(S(=O)(=O)N3CCCCC3)ccc2N2CCOCC2)c(C)c1	2.6
O=C(CCN1C(=O)c2ccccc2C1=O)NC(=S)Nc1cccc(Cl)c1	-1.9
COC(=O)c1nc2n(n1)C(c1ccc(OC)c(OC)c1)C(C(=O)OC1CCCCC1)=C(C)N2 (stereo not drawn)	6.8
O=C(Cn1c(CO)nc2ccccc21)NCc1ccc2c(c1)OCO2	2.4
CC1CCCC(C)N1C(=O)CSc1nc2c(c(=O)n(C)c(=O)n2C)n1C (stereo not drawn)	-2.8
COc1ccc(C2CC(c3ccccc3)Nc3nc(NC(=O)c4ccco4)nn32)cc1 (stereo not drawn)	-0.9
C/C(=N/Nc1nc(C)cc(-c2ccccc2)n1)c1ccco1	0.2
CCCCC1CCC(C(=O)OCC(=O)N(CCOC)c2c(N)n(Cc3ccccc3)c(=O)[nH]c2=O)CC1 (stereo not drawn)	1.7
CN1CCN(C2CN(Cc3ccc(F)cc3)S(=O)(=O)C2)CC1 (stereo not drawn)	0.6
COCCn1c(SCc2cnc(-c3ccccc3)s2)nnc1-c1ccncc1	-0.4
CCn1nc(C)cc1C(=O)N1CCCC(C(=O)c2ccc(Oc3ccccc3)cc2)C1 (stereo not drawn)	-2.2
COc1ccc(-c2cn(Cc3ccc(C(N)=O)cc3)c(-c3ccncc3)n2)cc1	0.3
CC1CCN(S(=O)(=O)c2ccc(C(=O)Nc3ccccn3)cc2)CC1	3.8
S=C(Nc1cccc(Cl)c1)N1CCN(c2ccccn2)CC1	0.1
CSc1nnc(C)c(=O)[nH]1	1.5
Cc1ccnc(NC(=O)CCCOc2cc(=O)n(C)c3ccccc23)c1	-2.3
Cc1ccc(NC(=O)C(C)Sc2nnc(C)n2CC2CCCO2)cc1 (stereo not drawn)	3.1
Cc1ccc(NC(=O)COC(=O)CC2SC(N3CCCC3)=NC2=O)cc1 (stereo not drawn)	2.4
COc1ccc(CC(=O)NCc2n[nH]c(=S)n2-c2cccc(C)c2)cc1	-1.8
CCO[C@H]1OC(C(=O)N2CCCCCCC2)=C[C@@H](c2ccccc2)[C@@H]1CCCO	-0.3
COc1cccc(-n2nnc3c(=O)n(Cc4ccc(Br)cc4)cnc32)c1	4.3
C#CCOCCOCCOCCNc1nc(N2CCN(C(=O)[C@H]([C@@H](C)CC)n3cc([C@@H](N)CO)nn3)CC2)nc(N2CCN(C(=O)[C@H](CCCCN)n3cc([C@@H](N)CC(C)C)nn3)CC2)n1	7.4
(more compounds)
SMILES	TbREL1 primary
FC(F)(F)c1cccc(Cn2nnnc2-c2cccc(C(F)(F)F)c2)c1	-1.5
CC1(C)CC(=O)C=C(/C=C/c2ccccc2)C1	0.0
Cc1cccn2c(/C=N/OCc3cccc(F)c3)c(-c3ccc(Cl)cc3)nc12	1.9
O=C(NCc1ccccc1)N(Cc1nc2ccccc2c(=O)[nH]1)C1CCCC1	-0.7
O=C(NCc1ccco1)c1ccccc1-c1nc(-c2ccc(F)cc2)no1	1.3
CCOC(=O)C1=C(CSc2n[nH]c(N)n2)NC(=O)NC1C (stereo not drawn)	-0.7
Cc1cc(=O)oc(C)c1C(=O)NCC1CCCO1 (stereo not drawn)	-0.5
CCN(CC)S(=O)(=O)c1ccc(N2CCCC2)c(NS(=O)(=O)c2ccc(OC)cc2)c1	-4.2
CC(CO)NCC12CC3CC(CC(C3)C1)C2 (stereo not drawn)	4.7
COC(=O)C(O)(CC(=O)Nc1cccc(SC)c1)C(F)(F)F (stereo not drawn)	0.6
Cc1sc2nc(CSc3n[nH]c(N)n3)[nH]c(=O)c2c1C	-2.8
Cc1cc(C(=O)OCC(=O)N2CC(=O)Nc3ccccc32)c(C)n1-c1ccc(F)cc1	-1.3
Cc1nn(-c2ccccc2)c(Cl)c1C(=O)N1CCN(C)CC1	0.0
Cc1noc(C)c1CSCC(=O)Nc1nc2c(F)cc(F)cc2s1	8.1
Cc1ccc(S(=O)(=O)Nc2nonc2C)cc1	0.0

A draw from above in order of number of heavy atoms, rising:
SMILES	TbREL1 primary
Cc1ccc(S(=O)(=O)Nc2nonc2C)cc1	0.0
FC(F)(F)c1cccc(Cn2nnnc2-c2cccc(C(F)(F)F)c2)c1	-1.5
Cc1cc(C(=O)OCC(=O)N2CC(=O)Nc3ccccc32)c(C)n1-c1ccc(F)cc1	-1.3

Look-ups from above:
Value of `CC(CO)NCC12CC3CC(CC(C3)C1)C2` (stereo not drawn) in TbREL1 primary: 4.7
Value of `Cc1sc2nc(CSc3n[nH]c(N)n3)[nH]c(=O)c2c1C` in TbREL1 primary: -2.8
Value of `FC(F)(F)c1cccc(Cn2nnnc2-c2cccc(C(F)(F)F)c2)c1` in TbREL1 primary: -1.5
Value of `CCN(CC)S(=O)(=O)c1ccc(N2CCCC2)c(NS(=O)(=O)c2ccc(OC)cc2)c1` in TbREL1 primary: -4.2
Value of `O=C(NCc1ccccc1)N(Cc1nc2ccccc2c(=O)[nH]1)C1CCCC1` in TbREL1 primary: -0.7
Value of `Cc1noc(C)c1CSCC(=O)Nc1nc2c(F)cc(F)cc2s1` in TbREL1 primary: 8.1

The listing continues:
SMILES	TbREL1 primary
CSc1ccc(S(=O)(=O)N2CCC(C(=O)NCCN3CCOCC3)CC2)cc1	-1.1
CO/N=C(/CS(=O)(=O)c1ccc(C)cc1)c1ccc(OC)cc1	-1.5
O=C1CC(c2ccccc2)Cc2nc(NCc3ccco3)ncc21 (stereo not drawn)	-1.8
CN(C(=O)Cn1cnc2ccccc2c1=O)C1CCS(=O)(=O)C1 (stereo not drawn)	0.6
Cc1cc(C)n(C(=O)/C=C/c2cccs2)n1	1.8
O=C(CCCCCN1C(=O)c2ccccc2C1=O)Nc1ccccc1	3.0
CC1CC(C)CN(S(=O)(=O)N2CCCC(C(=O)NCCCN3CCOCC3)C2)C1 (stereo not drawn)	0.0
CCNC(=O)C1(C)CCN(Cc2ccc(OC(F)(F)F)cc2)C1 (stereo not drawn)	4.4
Cn1cc(CC(=O)Nc2ccc(Nc3cccnc3)cc2)c2ccccc21	-4.2
COc1cccc(NC(=O)NNC(=O)c2ccc3c(c2)NC(=O)C(C)(C)O3)c1	-3.7
NS(=O)(=O)c1ccc(CCNC(=O)CNC(=O)c2ccccc2F)cc1	8.1
O=c1oc(/C=C/c2ccco2)nc2sc3c(c12)CCC3	2.5
O=C(Nc1ccncc1)c1cc(-c2ccc(Cl)cc2)nc2ccccc12	5.1
O=C(CC1CCCC1)N[C@H](C(=O)N1CCC[C@H]1C(=O)NC1CCCC1)c1ccccc1	-2.9
CC(C)CNC(=O)C1CCN(S(=O)(=O)c2ccc3c(c2)OCCO3)CC1	-1.7
N/C(=N\N=C\c1ccco1)SC1CC(=O)N(c2ccccc2)C1=O (stereo not drawn)	0.7
O=C(COC(=O)C12CC3CC(CC(Br)(C3)C1)C2)N1CCOCC1	-2.4
CCCn1c(N2CCC(Cc3ccccc3)CC2)nc2c1c(=O)[nH]c(=O)n2C	5.4
O=C(c1cc2cc(Cl)ccc2oc1=O)N1CCOCC1	2.1
Cc1cc(=O)[nH]c(/N=C(\N)Nc2cccc3ccccc23)n1	6.6
O=C(NCCCn1ccnc1)C1c2ccccc2Oc2ccccc21	-0.9
CCCNC(=O)C1(C)CCN(C(=O)COc2ccc(Cl)cc2Cl)C1 (stereo not drawn)	-5.3
Cc1cc(C)c2c(N)c(C(=O)NCC3CCCCC3)sc2n1	-7.2
Cc1ccc(CNC(=O)c2ccc3c(=O)c(O)c(-c4ccc(C)cc4)[nH]c3c2)cc1	-1.4
Cc1cc(-c2nnc3n2N=C(c2ccc(-c4ccccc4)cc2)CS3)n[nH]1	5.1
CC(C)c1nnc(NC(=O)C2c3ccccc3Oc3ccccc32)s1	6.5
Cc1cc(C)c(OCC(=O)NCC(c2ccco2)N2CCCCC2)c(C)c1 (stereo not drawn)	0.0
Cc1ccc(C)c(N(C(=O)c2snc(C(N)=O)c2N)C(C(=O)NCC2CCCO2)c2ccc(C)o2)c1 (stereo not drawn)	0.1
CCOC(=O)c1c(C2COc3ccccc3O2)csc1NC(=O)c1ccco1 (stereo not drawn)	1.2
O=C(CSc1nnc(-c2ccncc2)n1Cc1ccco1)Nc1nc(-c2ccccc2)cs1	-1.8

Reprinted from the part before: five entries, followed by the next part.
SMILES	TbREL1 primary
CC(C)c1nnc(NC(=O)C2c3ccccc3Oc3ccccc32)s1	6.5
Cc1cc(C)c(OCC(=O)NCC(c2ccco2)N2CCCCC2)c(C)c1 (stereo not drawn)	0.0
Cc1ccc(C)c(N(C(=O)c2snc(C(N)=O)c2N)C(C(=O)NCC2CCCO2)c2ccc(C)o2)c1 (stereo not drawn)	0.1
CCOC(=O)c1c(C2COc3ccccc3O2)csc1NC(=O)c1ccco1 (stereo not drawn)	1.2
O=C(CSc1nnc(-c2ccncc2)n1Cc1ccco1)Nc1nc(-c2ccccc2)cs1	-1.8
O=S(=O)(Nc1nc(-c2ccco2)c(-c2ccco2)s1)c1ccc(F)cc1F	30.6*
Nc1ncn(C(=O)c2ccco2)n1	2.4
CCC(=O)OCC(=O)Nc1ncc(C(F)(F)F)cc1Cl	3.7
Cc1c(-c2cccs2)[n+](=O)c2c(n1[O-])CCCC2	2.8
NC(=S)N1OC[C@@H]2COc3ccc4ccccc4c3[C@@H]21	-4.0
COC(=O)CCCCCN1C(=O)/C(=C\c2ccncc2)SC1=S	-2.1
CC(NC(=O)c1ccc(N2CCCC2)c([N+](=O)[O-])c1)c1ccc(S(N)(=O)=O)cc1 (stereo not drawn)	3.4
COCC(=O)N(Cc1cc2ccccc2[nH]c1=O)c1ccccc1OC	-1.4
O=C(COC(=O)c1ccc(S(=O)(=O)NCc2ccco2)cc1)c1ccccc1	0.5
COc1ccc(NCC(=O)Nc2cccc(S(=O)(=O)N3CCCC3)c2)cc1Cl	-4.8
CCN(C(=O)c1ccc(NC(=O)c2ccco2)cc1)c1ccccc1	2.1
COC(=O)c1ccc2c(=O)n(Cc3ccc(C(=O)NC4CCCC4)cc3)c(=S)[nH]c2c1	0.2
O=C(CSc1ccc(S(=O)(=O)N2CCCC2)cn1)Nc1ccc([N+](=O)[O-])cc1C(F)(F)F	-0.5
CCN1C(=O)CCC(C(=O)O)C1c1ccc(OC)cc1 (stereo not drawn)	-0.5
CC(C)N1C(=O)CC2(CC[N+](C)(CCOC(=O)C(c3ccccc3)c3ccccc3)CC2)C1=O (stereo not drawn)	4.9
Cc1ccc(NC(=O)COc2ccc(/C=C3/SC(=Nc4ccccc4)N(Cc4cccnc4)C3=O)cc2)cc1	-0.2

Rewritten as comma-separated lines: part of the list above.
SMILES,TbREL1 primary
Cc1nn(-c2ccccc2)c(Cl)c1C(=O)N1CCN(C)CC1,0.0
Cc1cccn2c(/C=N/OCc3cccc(F)c3)c(-c3ccc(Cl)cc3)nc12,1.9
Cc1cc(=O)oc(C)c1C(=O)NCC1CCCO1 (stereo not drawn),-0.5
CCOC(=O)C1=C(CSc2n[nH]c(N)n2)NC(=O)NC1C (stereo not drawn),-0.7
